Autofluor 339: intrinsic fluorescence of library compounds, ex339/em460 – biochemical, MLSMR library, data from DPM-DC assay, artefact control, profiling panel; 65,000 compounds, 5.5% hits; AID 709; fluorescence fold increase at 10 µM; compound autofluorescence, ex339/em460 nm, NADH buffer; hits give high values; 1 = no-compound wells, NADH background;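 active = at 10 µM, mean starting fluorescence two-fold or more over control wells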;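 note: signal is the first read of a kinetic run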
M1 ag: activates the M1 muscarinic receptor; CHO-M1 cells, Fluo-4 calcium fluorescence, agonist mode; hits give high values; AID 626; B-score at 10 µM; 64,000 compounds, 3% hits;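 active = fluorescence rise, raw or as B-score row- and column-corrected plate score, outside the 99.7% band of its plate's samples, either direction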
tolC growth inh: growth inhibitors of E. coli BW25113 tolC mutant; growth inhibition, % at 10 µM (by protocol); OD615; 65,000 compounds, 2.2% hits;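 active = growth inhibition at or above a cutoff equal to the mean over every tested compound plus 3 SD, cut at about 60% in these data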;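 note: growth measured after 20 h incubation at 37 °C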
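Test system: E. coli BW25113 ΔtolC::kan bacteria | Medium: Kanamycin-containing LB broth (50 µg/mL) | Dosing: One dose of 10 µM final | Times: 20 h incubation with compound, 37 °C | Detection: Optical density read at 615 nm | Read-out basis: Percent growth inhibition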
E coli RNAP: inhibitors of Escherichia coli RNA polymerase; P0A8V2; E. coli RNA polymerase, fluorescence transcription assay; inhibition, %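 (tested at 10 µM)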; 62,000 compounds, 0.2% hits; in the data active = inhibition above about 20%;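 note: 0% = enzyme without compound and 100% = no enzyme blank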
RORA act: activates the human nuclear receptor RORA; P35398; CHO-K1 Gal4-RORA LBD luciferase reporter, luminescence; percent increase over mock-subtracted basal signal; activation, % at 10 µM; 65,000 compounds, 1.5% hits;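 active = activation above the mean of all tested compounds plus 3 SD, cut at about 49% in these data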;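 note: 0% = DMSO-treated RORA cells and 100% = added signal equal to DMSO minus mock-transfected cells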
M1 antagonist: M1 muscarinic receptor (rat) antagonism | P08482 | CHO-M1 cells, Fluo-4 calcium, ACh EC80 antagonist mode; hits give low values | B-score at 10 µM | 64,000 compounds, 3.4% hits | AID 628;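 active = calcium fluorescence response, raw or row-and-column corrected B-score, differing from the plate sample mean either way at a set confidence level, mostly lower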
Target sequence (P08482 whole entry, looked up): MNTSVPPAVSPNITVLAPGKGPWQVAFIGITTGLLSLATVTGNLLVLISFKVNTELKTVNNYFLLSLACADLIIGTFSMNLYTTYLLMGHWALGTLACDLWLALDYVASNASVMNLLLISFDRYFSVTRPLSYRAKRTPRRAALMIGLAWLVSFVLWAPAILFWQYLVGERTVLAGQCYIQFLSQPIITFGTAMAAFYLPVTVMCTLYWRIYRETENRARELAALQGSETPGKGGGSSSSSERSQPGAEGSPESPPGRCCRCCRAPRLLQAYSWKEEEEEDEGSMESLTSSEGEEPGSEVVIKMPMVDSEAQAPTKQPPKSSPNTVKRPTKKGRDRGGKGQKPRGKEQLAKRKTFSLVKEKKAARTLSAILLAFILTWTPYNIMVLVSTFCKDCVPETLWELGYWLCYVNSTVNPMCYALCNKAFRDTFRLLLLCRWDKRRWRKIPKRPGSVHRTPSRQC
TNAP act DEA: human TNAP activation, intermediate phosphate acceptor. purified TNAP, CDP-star luminescence, 100 mM DEA, 30 min; hits give high values; scale: 0 levamisole-inhibited, 1 vehicle-only enzyme. activation factor at 20 µM. 64,000 tested, under 10 active;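 active = activation factor of at least 2 at 20 µM, relative to controls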
Target sequence (P05186 whole entry, looked up): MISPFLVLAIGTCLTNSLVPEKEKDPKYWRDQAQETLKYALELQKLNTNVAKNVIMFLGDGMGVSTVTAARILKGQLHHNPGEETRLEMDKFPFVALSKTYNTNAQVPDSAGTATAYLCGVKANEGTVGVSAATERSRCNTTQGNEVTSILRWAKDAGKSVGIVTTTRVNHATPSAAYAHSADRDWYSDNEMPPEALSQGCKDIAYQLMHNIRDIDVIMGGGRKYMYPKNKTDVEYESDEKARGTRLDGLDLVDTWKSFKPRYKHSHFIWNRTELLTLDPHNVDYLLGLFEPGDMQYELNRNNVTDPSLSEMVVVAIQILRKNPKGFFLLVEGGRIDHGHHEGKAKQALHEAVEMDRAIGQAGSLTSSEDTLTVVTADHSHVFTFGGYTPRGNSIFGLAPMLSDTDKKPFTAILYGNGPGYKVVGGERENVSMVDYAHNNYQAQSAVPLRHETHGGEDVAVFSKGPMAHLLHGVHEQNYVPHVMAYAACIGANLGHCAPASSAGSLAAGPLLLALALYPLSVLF
NADH coupling: inhibitors of enzymes used to reach an NAD/NADH endpoint; 65,000 compounds, 0.02% hits; IC50, µM (series often up to 10 µM), for the others: at the top dose inhibition; coupled PK/LDH NADH assays, four targets;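 active = single-dose screening hits from any of four coupled enzyme assays that gave an IC50 when retested across doses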;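 note: the DPM-DC format reads NADH fluorescence rather than 340 nm absorbance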
SF1 activator: SF-1 (human) activation; activation, % at 10 µM; CHO-K1 Gal4-SF-1 LBD luciferase reporter; % increase over DMSO SF-1-specific signal; 65,000 compounds, 1.9% hits; AID 522;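 active = activation above the mean activation of all tested compounds plus 3 SD, cut at about 50% in these data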
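System: CHO-K1 cells with Gal4–hSF-1 LBD chimera plus Gal4-driven luciferase; quantity: 4,000 CHO-K1 cells per well; compound: one dose, 10 µM compound, 1% DMSO; times: 20 h compound treatment, 37 °C; measured by: SteadyLite luciferase luminescence; read-out: percent activation versus DMSO; benchmarks: DMSO and mock-transfected background; replicates: one test per compound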
The depositor's hits bear a star; . = no result given; [ ] = dose if it differs, or a comment. Hits appear at their usual frequency; overall some 15% were active at least once.

1: COc1ccc(-c2cc3ccccc3n2CC(O)CN2CCOCC2)cc1 (stereo not drawn)
2: CCN(CC)CCN1C(=O)Cn2c(C)c(C)c3cccc1c32
3: Cc1nc2cc(N3CCCCC3)c(NC(=O)c3cccnc3)cc2c(=O)n1Cc1ccccc1
4: CN1CCc2c(c3c(n2C)CCN(C)[C@@H]3c2cccnc2)[C@H]1c1cccnc1
5: COC(=O)c1c(NC(=O)c2nn(C)cc2Cl)sc2c1CCCC2
6: COc1ccccc1-c1nnc(SCCN2CCOCC2)n1-c1ccc(C)cc1

entry no.	1	2	3	4	5	6
Autofluor 339	1.2	1	1	1.1	2.4*	1.1
M1 ag	-0.41	0.34	-0.13	0.45	-0.72	0.45
tolC growth inh	13	13	-11	-2	-1	-10
E coli RNAP	-4	9	-1	4	-1	1
RORA act	17	-12	11	-4	-2	21
M1 antagonist	0.051	-0.22	2.8*	-3.1*	0.4	0.00077
TNAP act DEA	1	0.9	0.8	0.9	0.9	1
NADH coupling	3%	3%	5%	2%	4%[fluoresces]	0%
SF1 activator	4	-14	-5	-6	8	-2

7: O=C(CSc1nnc(-c2cccnc2)n1Cc1ccco1)c1ccc(Cl)c(Cl)c1
8: Cc1ccc(S(=O)(=O)N2CCN(C(=O)CSc3nc4ccccc4o3)C2)cc1
9: O=C(Nc1ccccc1C(=O)N1CCN(c2ccccc2)CC1)c1ccco1
10: Cc1ccnc(SCCn2c(N3CCCCC3)nc3c2c(=O)[nH]c(=O)n3C)n1
11: CC(C(=O)N1CCOCC1)N1c2cccc3cccc(c23)S1(=O)=O (stereo not drawn)
12: CCCCC(=O)Nc1nnc(SCC(=O)N2CCN(c3ccccc3OC)CC2)s1

entry no.	7	8	9	10	11	12
Autofluor 339	1.2	1.1	1	1.1	1.6	1.1
M1 ag	-1.2	-1.1	0.87	-0.91	0.74	-0.86
tolC growth inh	12	-15	11	-14	-2	-10
E coli RNAP	3	8	7	0	9	.
RORA act	2	-7	-8	-9	-1	-2
M1 antagonist	1.1	-0.075	-0.0037	1.6	-0.26	0.013
TNAP act DEA	0.9	1	0.9	0.9	0.9	1
NADH coupling	9%	9%	2%	5%	4%	1%
SF1 activator	6	-9	12	-12	-4	18

13: CC(C)C(=O)N(Cc1cc(=O)[nH]c2ccccc12)c1ccccc1
14: CCOC(=O)Cc1csc(NC(=O)c2ccco2)n1
15: CCOC(=O)c1ccc(N2C(=O)CC(N3CC(C)OC(C)C3)C2=O)cc1 (stereo not drawn)
16: CCOC(=O)c1c(N)nn(C(=O)C(C)C)c1-c1ccccc1
17: Cn1c(NC(=O)c2ccco2)c(-c2ccccc2)c(=O)c2ccccc21
18: Cc1c(C(=O)N2CCC(C(N)=O)CC2)sc(N)c1C#N

entry no.	13	14	15	16	17	18
Autofluor 339	1.2	1.1	1.1	1	0.94	1
M1 ag	-0.25	-0.42	-0.05	0.61	.	0.069
tolC growth inh	21	5	-16	19	-12	-15
E coli RNAP	7	-6	-2	9	14	10
RORA act	7	27	-4	16	9	-3
M1 antagonist	-0.1	0.2	-0.77	0.28	.	0.93
TNAP act DEA	0.9	1	0.9	0.9	0.9	0.9
NADH coupling	7%	5%	3%	2%	9%	4%
SF1 activator	7	37	5	-2	13	2

19: CCCc1[nH]nc2c1C(c1ccc(OC)cc1OC)C(C#N)=C(N)O2 (stereo not drawn)
20: CCOC(=O)C(NC(=O)CC(C)C)(Nc1cc(C)on1)C(F)(F)F (stereo not drawn)
21: COCCN1CCn2c(nc3cc(NC(=O)NC4CCCCC4)ccc32)C1
22: CCCOc1ccc(C(C)=O)cc1CSCCC#N
23: COC(=O)c1ccccc1NC(=O)CN(CCc1ccccc1)S(C)(=O)=O
24: COc1ccc2cc(C#N)c(NC(C)C)nc2c1

entry no.	19	20	21	22	23	24
Autofluor 339	1.1	1.2	3.7*	1.1	1.1	2.6*
M1 ag	-0.68	-0.03	1.1	0.94	-0.64	0.69
tolC growth inh	8	0	-9	11	19	6
E coli RNAP	10	0	-15	2	11	1
RORA act	11	-23	-5	-4	-10	-6
M1 antagonist	0.95	-0.18	-0.12	-2	-0.71	0.69
TNAP act DEA	1	0.9	0.9	0.9	0.8	0.9
NADH coupling	4%	2%	9%[fluoresces]	1%	8%	3%[fluoresces]
SF1 activator	5	5	2	1	-2	-11

25: COC(=O)c1ccccc1NC(=O)c1sc(=S)n(C)c1N
26: COC(=O)C1=C(C)NC2=C(C(=O)c3ccccc32)C1c1ccc(-c2ccc(C(=O)O)cc2)o1 (stereo not drawn)
27: CCC1CCCCN1C(=O)CSc1nnc(CNC(=O)c2ccco2)o1 (stereo not drawn)
28: O=C(CCC1CCCC1)NCc1ccccn1
29: O=C(Nc1ccc2c(c1)OCO2)c1ccc(S(=O)(=O)NCC2CCCO2)cc1 (stereo not drawn)
30: Cc1cccc2cc(CN(Cc3ccco3)C(c3nnnn3CCc3ccccc3)C(C)C)c(=O)[nH]c12 (stereo not drawn)

entry no.	25	26	27	28	29	30
Autofluor 339	1.1	1.1	1.1	1	1.1	1.1
M1 ag	-0.63	0.51	-0.69	-1.4	0.1	-0.73
tolC growth inh	3	42	-19	-10	-13	13
E coli RNAP	13	4	3	3	7	3
RORA act	-4	18	-9	-13	-10	2
M1 antagonist	0.76	-1.9	-0.15	0.11	0.48	0.046
TNAP act DEA	0.8	0.9	1	1	0.9	0.9
NADH coupling	9%	3%	5%	8%	4%	3%
SF1 activator	-8	18	-3	23	-6	-4

31: COc1ccc(S(=O)(=O)N2CCCCC2)cc1C(C)C
32: COc1ccc(-c2nnc3n2N=C(c2cccc(Br)c2)CS3)cc1OC
33: c1cn(-c2ncnc3sc4c(c23)CCCC4)cn1
34: N#CC1=C(N)Oc2cc(N)ccc2C1C1CC=CCC1 (stereo not drawn)
35: Cc1cc(OCC(=O)Nc2ccc3c(c2)OCCO3)ccc1Cl
36: CN=C(Nc1cc(C)nn1CCC#N)c1ccccc1F

entry no.	31	32	33	34	35	36
Autofluor 339	1.1	0.98	1.4	1.9	1	1.1
M1 ag	-0.15	0.045	-0.31	0.028	0.91	-0.61
tolC growth inh	43	2	-5	1	36	-7
E coli RNAP	6	2	10	-6	-3	-3
RORA act	-7	-10	-6	12	-15	0
M1 antagonist	0.18	1.3	0.55	-0.52	-0.26	1
TNAP act DEA	1	0.9	1	0.9	0.9	0.9
NADH coupling	2%	12%	2%	9%	3%	5%
SF1 activator	-10	8	-11	29	-7	-9

37: COc1ccccc1NC(=O)CC(NCc1ccccc1)C(=O)O (stereo not drawn)
38: O=C(Cn1cccc1C(=O)c1ccccc1)NCc1cccnc1
39: CC(=O)c1c(C)[nH]c(C(=O)CSc2nnc(-c3ccco3)n2Cc2ccccc2)c1C
40: CCOC1(C(F)(F)F)NC(=O)N(Cc2ccc(OC)cc2)C1=O (stereo not drawn)
41: Cc1ccccc1OCC(=O)Nc1cccc(N(C)S(C)(=O)=O)c1
42: CC(=O)c1ccc(N2C(=O)[C@@H]3C(CCC(N)=O)NC4(C(=O)Nc5c4ccc(Cl)c5C)[C@@H]3C2=O)cc1 (stereo partly drawn)

entry no.	37	38	39	40	41	42
Autofluor 339	1	1.1	1.1	1	1.1	1.1
M1 ag	-0.087	-0.15	2.6*	-0.037	-0.41	-0.42
tolC growth inh	-20	-5	14	3	6	10
E coli RNAP	5	2	6	2	6	-3
RORA act	10	0	0	-6	4	-4
M1 antagonist	0.46	0.14	-0.94	-0.4	-0.18	0.64
TNAP act DEA	0.8	1	0.9	0.9	1	0.9
NADH coupling	3%	4%	7%	4%	9%	9%
SF1 activator	8	15	22	3	11	2

Fetched by structure from the list above, two records:
8: Cc1ccc(S(=O)(=O)N2CCN(C(=O)CSc3nc4ccccc4o3)C2)cc1
28: O=C(CCC1CCCC1)NCc1ccccn1

entry no.	8	28
Autofluor 339	1.1	1
M1 ag	-1.1	-1.4
tolC growth inh	-15	-10
E coli RNAP	8	3
RORA act	-7	-13
M1 antagonist	-0.075	0.11
TNAP act DEA	1	1
NADH coupling	9%	8%
SF1 activator	-9	23

Carrying on:
43: COc1ccc(C(=O)N2CCN(C(=O)c3ccco3)CC2)cc1OC
44: COc1cc(OC)c(N2CC34C=CC(O3)C(C(=O)O)C4C2=O)cc1Cl (stereo not drawn)
45: CC1CCCC(C)N1C(=O)c1cc(F)c(F)cc1Cl (stereo not drawn)
46: CCOc1cc(S(=O)(=O)NC2CC(C)(C)NC(C)(C)C2)ccc1F
47: Cc1nc2sc(C(c3ccco3)N3CCN(c4ccccc4F)CC3)c(O)n2n1 (stereo not drawn)
48: CCOCCCNCC(=O)NC1(C)C2CCC(C2)C1(C)C (stereo not drawn)

entry no.	43	44	45	46	47	48
Autofluor 339	1.1	1.1	1.1	1.1	1.1	1.1
M1 ag	-0.23	-0.1	-0.61	-1.8	-0.48	0.068
tolC growth inh	-9	-16	-5	-12	0	-10
E coli RNAP	8	8	-1	8	4	6
RORA act	-4	-2	3	2	-8	-22
M1 antagonist	0.83	1.1	0.084	0.065	0.11	0.098
TNAP act DEA	0.8	1	0.9	0.9	1	0.9
NADH coupling	3%	3%	2%	1%	3%	14%
SF1 activator	-7	-11	1	4	10	-7

49: Cn1ccnc1SCC(=O)c1cc2ccccc2o1
50: CC(=O)c1ccc(NC(=O)CCNS(=O)(=O)c2cccc3nonc23)cc1
51: CCc1ccc(-c2nc(CN3CCC(C(=O)NCCc4ccc(OC)c(OC)c4)CC3)c(C)o2)cc1
52: CSc1ncccc1C(=O)OCC(=O)N1CCOCC1
53: O=C(COc1ncnc2ccccc12)NCc1ccc2c(c1)OCO2
54: CCOCCCNC(=O)Cn1nc(-c2ccccc2)ccc1=O

entry no.	49	50	51	52	53	54
Autofluor 339	1.1	1.1	1.1	1	1.1	1.1
M1 ag	0.35	-0.53	0.81	-0.28	-0.01	-0.67
tolC growth inh	2	-3	10	-6	-14	-9
E coli RNAP	5	8	1	6	4	6
RORA act	26	-9	2	5	-7	-6
M1 antagonist	-3.2*	-0.29	-0.38	-0.013	-0.3	0.085
TNAP act DEA	0.9	1	1.4	1	0.9	1
NADH coupling	5%	7%	1%	9%	2%	1%
SF1 activator	40	6	-6	13	-2	-6

Entries of single compounds as entered above. Values in the order: Autofluor 339, M1 ag, tolC growth inh, E coli RNAP, RORA act, M1 antagonist, TNAP act DEA, NADH coupling, SF1 activator
COc1ccc(C(=O)N2CCN(C(=O)c3ccco3)CC2)cc1OC is listed as 1.1, -0.23, -9, 8, -4, 0.83, 0.8, 3%, -7
CCOC(=O)Cc1csc(NC(=O)c2ccco2)n1 is listed as 1.1, -0.42, 5, -6, 27, 0.2, 1, 5%, 37
O=C(CSc1nnc(-c2cccnc2)n1Cc1ccco1)c1ccc(Cl)c(Cl)c1 is listed as 1.2, -1.2, 12, 3, 2, 1.1, 0.9, 9%, 6

Further records
55: O=C(CNS(=O)(=O)c1cccs1)N1CCc2ccccc2C1
56: CCOC(=O)C1CCCN(CCC(=O)Nc2ccc(F)c(F)c2)C1 (stereo not drawn)
57: CCOc1ccc(CCNC(=O)C(CC)n2nc(C)n3c(cc4sccc43)c2=O)cc1OCC (stereo not drawn)
58: N#Cc1nc(N2CCCC2)nc(N2CCCC2)n1

entry no.	55	56	57	58
Autofluor 339	1.1	1.1	1.1	1.1
M1 ag	0.6	5.8*	0.24	-1.2
tolC growth inh	1	-4	13	0
E coli RNAP	-1	2	-2	2
RORA act	42	-11	-9	0
M1 antagonist	0.029	-1.4	-1.6	0.026
TNAP act DEA	0.9	0.9	1	0.8
NADH coupling	2%	4%	5%	0%
SF1 activator	49	2	-12	5

Screening data (PubChem BioAssay)
